GLP1R inv ag: qHTS of GLP-1 Receptor Inverse Agonists (Inhibition Mode); 410,000 tested, 1.6% active; Potency, µM (titrated, usually from 38.3 µM), for inactives: top-dose activity change, negative = inhibition, usual class: inhibitors; HEK293 GLP-1R CRE-luciferase, luminescence, 24 h; GLP-1R form is constitutively active; further: potency means the concentration at half of the fitted maximal effect; on the % scale 0 is the no-effect control and ±100 the full control effect; nearly all actives have a fitted effect of over 55% in size
Target sequence (P43220 whole entry, looked up): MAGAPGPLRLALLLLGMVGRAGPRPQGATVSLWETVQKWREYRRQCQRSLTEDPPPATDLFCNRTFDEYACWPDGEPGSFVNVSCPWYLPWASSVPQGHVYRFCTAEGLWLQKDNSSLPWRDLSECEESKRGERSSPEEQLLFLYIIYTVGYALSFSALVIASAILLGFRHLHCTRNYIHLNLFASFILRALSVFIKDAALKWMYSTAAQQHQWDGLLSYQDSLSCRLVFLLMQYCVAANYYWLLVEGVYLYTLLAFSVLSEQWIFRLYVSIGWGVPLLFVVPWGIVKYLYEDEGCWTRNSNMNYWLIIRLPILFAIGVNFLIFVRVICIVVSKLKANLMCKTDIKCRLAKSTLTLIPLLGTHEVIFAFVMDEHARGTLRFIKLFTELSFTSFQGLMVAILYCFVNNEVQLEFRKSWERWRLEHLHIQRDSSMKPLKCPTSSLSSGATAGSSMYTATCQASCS
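Inverse agonism was detected as reduced cAMP-driven luciferase luminescence after 24 h compound treatment. The cells were HEK293 clones expressing constitutively active human GLP-1R with the reporter. Reporter-only and GPR119 cell lines served as counterscreen controls.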
FUS yeast rescue: qHTS for Suppressors of FUS Proteinopathy: Primary screen using FUS-linked yeast assay | S. cerevisiae FUS-expressing, growth rescue, OD600, 24 h | Potency, µM (series often up to 76.6 µM), for inactives: at the highest dose growth rescue (activation), hits mostly activators | 390,000 tested, 0.24% active;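 further: potency means the concentration at half of the fitted maximal effect; plate controls were DMSO vehicle for no effect and reference control for full effect; nearly all actives have a fitted effect of over 55% in size; some results filed as inactive show a strong effect at the top dose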
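Cultures pregrown in 2.5% raffinose medium are shifted to minimal medium containing 2% galactose to express toxic FUS. Compounds are tested at several concentrations. After 24hr at 30C, growth is quantified at 600 nm absorbance.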
aSyn rescue: qHTS of alpha-syn Inhibitors; 370,000 tested, 0.14% active; Yeast expressing alpha-synuclein, growth rescue, BacTiter-Glo, 24 h; Potency, µM (titrated, usually from 46.1 µM), without a hit: top-dose growth rescue (activation), most hits filed as activators; further: potency means the concentration at half of the fitted maximal effect; % of control where 0% means no effect; nearly all actives have a fitted effect of over 65% in size
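Rescue of yeast growth: cells expressing toxic alpha-synuclein, induced in galactose at OD600 0.02, incubated with compound 24 h at 30 C. ATP luminescence quantified growth; inhibitors of toxicity appear as activators.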
TDP-43 yeast inh: qHTS of TDP-43 Inhibitors. Potency, µM (top dose mostly 46.1 µM), without a hit: at the highest dose growth rescue (activation), hits mostly activators. AID 652104, 2013. 410,000 tested, 1.8% active. TDP-43 expressing yeast growth rescue, BacTiter-Glo, 24 h; further: potency means the concentration at half of the fitted maximal effect; % of control where 0% means no effect; nearly all actives have a fitted effect of over 50% in size
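Yeast expressing TDP-43 (pregrown in raffinose, seeded at OD600=0.02 in galactose medium) exposed to compounds 24 hr at 30 deg C. Growth read by BacTiter-Glo luminescence; rescue of toxicity appears as increased signal.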
Mm-Cpn inhibitor: Inhibitors of TCP-1 ring complex (TRiC) of Methanococcus maripaludis (MmCpn): qHTS; Chaperonin Mm-Cpn (Methanococcus maripaludis); purified Mm-Cpn ATPase, ADP Transcreener TR-FRET; Potency, µM (doses to about 76.9 µM), inactives show top-dose activity, negative = inhibition, usual class: inhibitors; 330,000 tested, 0.031% active; AID 504842, 2011; further: potency means the concentration at half of the fitted maximal effect; on the % scale 0 is the no-effect control and ±100 the full control effect; nearly all actives have a fitted effect of over 80% in size
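ATPase turnover read by TR-FRET ADP competition (Eu cryptate antibody/ADP-d2, 665/590 nm): 10uM ATP final, 25nM Mm-CPN final, 30 min 37degC after 10-min compound preincubation, pH 7.4 Tris/KCl/MgCl2/DTT buffer.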
PTHR1 agonist: qHTS for PTHR1 Agonists: Primary Screen; Parathyroid hormone/parathyroid hormone-related peptide receptor (Homo sapiens), Q03431; Potency, µM (doses to about 115 µM), inactives show top-dose activation, actives largely listed as activators; 410,000 tested, 0.075% active; HEK293 GP2 PTHR1 cells, GloSensor cAMP luminescence, 1 h; further: potency means the concentration at half of the fitted maximal effect; nearly all actives have a fitted effect of over 55% in size; some results filed as inactive show a strong effect at the top dose; inactives centre near -15; many of its hits are not listed in these tables
Target sequence (Q03431 whole entry, looked up): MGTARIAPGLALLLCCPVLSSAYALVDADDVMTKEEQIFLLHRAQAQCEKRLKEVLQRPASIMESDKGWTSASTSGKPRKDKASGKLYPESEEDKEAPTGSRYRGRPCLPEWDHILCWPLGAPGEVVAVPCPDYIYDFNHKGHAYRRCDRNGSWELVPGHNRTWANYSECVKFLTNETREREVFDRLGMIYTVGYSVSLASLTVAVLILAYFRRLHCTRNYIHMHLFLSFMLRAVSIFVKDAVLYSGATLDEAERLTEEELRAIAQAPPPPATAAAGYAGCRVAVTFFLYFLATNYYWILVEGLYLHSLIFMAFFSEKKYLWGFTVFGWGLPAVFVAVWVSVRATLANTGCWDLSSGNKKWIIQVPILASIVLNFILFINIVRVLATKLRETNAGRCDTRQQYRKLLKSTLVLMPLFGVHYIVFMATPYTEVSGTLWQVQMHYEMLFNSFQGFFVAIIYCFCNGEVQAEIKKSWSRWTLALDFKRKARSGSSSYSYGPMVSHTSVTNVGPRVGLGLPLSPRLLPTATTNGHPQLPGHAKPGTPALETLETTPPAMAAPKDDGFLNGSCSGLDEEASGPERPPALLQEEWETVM
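HEK-293-derived GP2 cells expressing PTHR1 and a GloSensor cAMP reporter, 3,000/well, plated overnight, given luciferin plus IBMX (each 0.5 mM as added) for 1 h at 37 °C, then compound for 1 h at 37 °C. Luminescence was read after 15 min at room temperature.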
Akt phos inh: HTS Assay for Inhibitors of Akt Phophorylation: Primary Screen; Neuro2A IGF-stimulated pAkt S473 HTRF, 20 min; hits give low values; 360,000 tested, 0.32% active; activity change, % for hits at 50 µM; AID 651550, 2012; in the data active means activity change below about -80%; inconclusive means mostly about -51% to -80%; further: on the % scale 0 is the no-effect control and ±100 the full control effect
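Single-point screen (50 µM final compound) in Neuro2A cells stimulated 20 min with 6 nM IGF at 37 deg C. After lysis, Ser473-phosphorylated Akt read by HTRF (ex 330 nm, em 615/665 nm) as the 665/615 ratio.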
Abeta rescue: qHTS for compounds that reverse cellular toxicity of Amyloid beta (A-beta) peptide in yeast: Primary Screen. yeast expressing A-beta42, growth rescue, OD600, 48 h; response scale: 0% DMSO, 100% iron-clioquinol control. Potency, µM (doses to about 46.1 µM), without a hit: at the top dose growth rescue, usual class: activators. 410,000 tested, 0.063% active. AID 1347071, 2019; further: potency means the concentration at half of the fitted maximal effect; nearly all actives have a fitted effect of over 55% in size
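Yeast growth medium received pinned compounds, then yeast cells expressing toxic A-beta were added; plates incubated at 30 C for 48 hr. Growth read as absorbance at 600 nm, normalized to DMSO and equimolar FeCl3 plus clioquinol controls.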
GLP1R cytotox: qHTS of GLP-1 Receptor Inverse Agonists: Cytotox Screen. AID 624418, 2012. 410,000 tested, 0.13% active. HEK293 cAMP-luciferase reporter cells, luminescence, 24 h. Potency, µM (titrated, usually from 38.3 µM), inactives show at the highest dose activity change, negative = inhibition, usual class: inhibitors;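 further: loss of luciferase light is scored as toxicity; potency means the concentration at half of the fitted maximal effect; on the % scale 0 is the no-effect control and ±100 the full control effect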
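Quantitative HTS format, 1536 wells, 200 cells/uL seeded. Compounds: 23 nL, 24 h, 37 °C. Detection: luciferase reagent, luminescence at 12 min RT; decreased signal taken as cytotoxic.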
* marks the source's active call; other numbers are inactive results; & = joins results of further samples; [ ] = remark or other dose. Unless noted, the call rests on the fitted dose curve; in most records, active means well fitted curve in the direction sought with a large enough effect; inconclusive means small, poorly fitted or top-dose-only effect, or another doubt; inactive means no such curve, though single readings can be large; an effect the other way counts as inactive or inconclusive. The list is partial. The share of hits here may be higher or lower than overall.

`C/C(N)=C(/C#N)C(=O)CSc1n[nH]c(-c2ccccc2Br)n1` gave GLP1R inv ag 27.4%&1.6%, FUS yeast rescue 11.6%&17.4%, aSyn rescue -3.5%&-4.5%, TDP-43 yeast inh -20.0%&-3.7%, Mm-Cpn inhibitor 0.8%, PTHR1 agonist -21.9%, Akt phos inh inactive, Abeta rescue -5.1%&-1.2% and GLP1R cytotox -3.0%&-18.6%.
CC(C)N(c1ccccc1)c1ccc(NC(=O)[C@@H]2O[C@H](CO)[C@H](O)[C@H](O)[C@H]2O)cc1 was read as GLP1R inv ag 1.6%, FUS yeast rescue -16.6%, aSyn rescue -0.8%, TDP-43 yeast inh 4.8%, PTHR1 agonist -22.5%, Akt phos inh inactive, Abeta rescue 5.4% and GLP1R cytotox -15.0%.
For CNC(=O)c1ccc2c(c1)N(Cc1cc(C)ccc1C)C(=O)c1ccccc1S2 the results were GLP1R inv ag inconclusive, FUS yeast rescue inconclusive, TDP-43 yeast inh 15.8µM*, PTHR1 agonist -21.2%, Abeta rescue 5.7% and GLP1R cytotox -23.8%.
Screening O=C(CN1CCN(S(=O)(=O)c2ccccc2)CC1)Nc1ccccc1C(=O)NC1CC1 returned GLP1R inv ag 15.6%, aSyn rescue -3.2%, TDP-43 yeast inh -13.3%, Mm-Cpn inhibitor 3.6%, PTHR1 agonist inactive, Akt phos inh inactive, Abeta rescue -19.5% and GLP1R cytotox 3.7%.
For CNc1nc(Oc2cccc(NC(C)=O)c2)c2sccc2n1 the results were GLP1R inv ag 18.5%, FUS yeast rescue -4.8%, aSyn rescue 4.1%, TDP-43 yeast inh 17.9%, PTHR1 agonist -23.5%, Akt phos inh inactive, Abeta rescue -3.6% and GLP1R cytotox -4.7%.
COc1ccc(OCc2nnc3n2N=C(c2ccc(OC)cc2)CS3)cc1 was read as GLP1R inv ag -13.1%, FUS yeast rescue inconclusive, aSyn rescue 1.9%, TDP-43 yeast inh inconclusive, Mm-Cpn inhibitor 2.0%, PTHR1 agonist -13.0%, Akt phos inh inactive, Abeta rescue -12.5% and GLP1R cytotox -15.0%.
`CC1C(=O)OC(c2ccc(Cl)cc2)C(C)(C)C1=O` (stereo not drawn) gave GLP1R inv ag -15.0%, FUS yeast rescue 16.7%, aSyn rescue 16.1%, TDP-43 yeast inh inconclusive, Mm-Cpn inhibitor 1.2%, PTHR1 agonist -1.0%, Akt phos inh inactive, Abeta rescue 12.2% and GLP1R cytotox 0.1%.
CC(C)(C)OC(=O)N1CCC(c2c(C(=O)NCc3cccs3)cnn2-c2cccc(F)c2)CC1 was read as GLP1R inv ag inconclusive, FUS yeast rescue 8.1%, TDP-43 yeast inh inconclusive, PTHR1 agonist inactive, Abeta rescue -18.8% and GLP1R cytotox -10.8%.
Screening Cc1ccccc1OCCSc1nnc(C)n1-c1ccccc1 returned GLP1R inv ag inconclusive, FUS yeast rescue 27.4%, aSyn rescue 9.3%, TDP-43 yeast inh 4.2%, Mm-Cpn inhibitor 1.0%, PTHR1 agonist -10.9%, Akt phos inh inactive, Abeta rescue 7.7% and GLP1R cytotox -16.7%.
COC(=O)c1c(NC(=O)c2nc(SCc3cccc(C)c3)ncc2Cl)sc2c1CCCC2 was read as GLP1R inv ag 16.9%, FUS yeast rescue -18.8%, TDP-43 yeast inh -2.8%, PTHR1 agonist -4.9%, Abeta rescue -11.7% and GLP1R cytotox 5.2%.
Screening CCCn1c2ccccc2c2cnn(CC(=O)NCCCN3CCN(c4ccccc4)CC3)c(=O)c21 returned GLP1R inv ag inconclusive, FUS yeast rescue 5.4%, aSyn rescue 3.3%, TDP-43 yeast inh -7.2%, Mm-Cpn inhibitor 0.6%, PTHR1 agonist -11.7%, Akt phos inh inactive, Abeta rescue 11.4% and GLP1R cytotox -28.5%.
For COc1ccc(-c2csc3nc(-c4ccc(C)cc4)oc(=O)c23)cc1OC the results were GLP1R inv ag 9.6%&-2.0%, FUS yeast rescue -17.8%, aSyn rescue -0.8%, TDP-43 yeast inh 10.4%&-9.4%, Mm-Cpn inhibitor 0.7%, PTHR1 agonist -2.8%, Akt phos inh inactive, Abeta rescue -5.9%&-9.3% and GLP1R cytotox 1.7%&-21.1%.
CC(C)CN(C(=O)COC(=O)c1nc(Cl)ccc1Cl)C1CCS(=O)(=O)C1 (stereo not drawn) was read as GLP1R inv ag 11.9%, FUS yeast rescue 0.8%, aSyn rescue 5.8%, TDP-43 yeast inh 0.0%, Mm-Cpn inhibitor -6.0%, PTHR1 agonist -39.4%[inhibitor], Akt phos inh inactive, Abeta rescue -11.3% and GLP1R cytotox -2.2%.
Cc1cccc(C)c1NC1=NC(C)(C)N=C(N)N1 was read as GLP1R inv ag 6.1%, FUS yeast rescue 15.2%, aSyn rescue -14.4%, TDP-43 yeast inh -12.5%, Mm-Cpn inhibitor 0.2%, PTHR1 agonist -14.2%, Akt phos inh inactive, Abeta rescue 2.2% and GLP1R cytotox 6.1%.
For CC(C)c1nnc(NC(=O)C2CCN(c3cnccn3)CC2)s1 the results were GLP1R inv ag 0.4%, FUS yeast rescue 21.9%, aSyn rescue -4.3%, TDP-43 yeast inh 1.4%, Mm-Cpn inhibitor 0.1%, PTHR1 agonist 9.5%[57.5 µM], Akt phos inh inactive, Abeta rescue 2.4% and GLP1R cytotox -2.1%.
For COc1ccc(-c2csc(NC(=O)c3ccccc3F)c2C(=O)O)cc1 the results were GLP1R inv ag -27.7%, FUS yeast rescue -15.1%, aSyn rescue 26.7%, TDP-43 yeast inh -12.6%, Mm-Cpn inhibitor -4.5%, PTHR1 agonist inactive, Akt phos inh inactive, Abeta rescue -14.9% and GLP1R cytotox -31.6%.
Screening O=C(CSc1nn(-c2ccccc2)c(=S)s1)NC1CCS(=O)(=O)C1 (stereo not drawn) returned GLP1R inv ag -12.5%, FUS yeast rescue -16.2%, aSyn rescue -13.0%, TDP-43 yeast inh 8.2%, Mm-Cpn inhibitor -1.0%, PTHR1 agonist inactive, Akt phos inh inactive, Abeta rescue 8.3% and GLP1R cytotox -1.0%.
CCN(CC)S(=O)(=O)c1cccc(-c2nnc(SCCOc3ccccc3)o2)c1 was read as GLP1R inv ag inconclusive, FUS yeast rescue 28.0%, aSyn rescue -0.1%, TDP-43 yeast inh 20.4%, Mm-Cpn inhibitor -1.1%, PTHR1 agonist 43.4%, Akt phos inh inactive, Abeta rescue 0.8% and GLP1R cytotox 8.1%.
Screening COc1ccc(OC)c(NC(=O)CC(Cc2ccccc2OC)C(=O)O)c1 (stereo not drawn) returned GLP1R inv ag 6.1%, FUS yeast rescue 15.6%, aSyn rescue 1.6%, TDP-43 yeast inh -17.6%, Mm-Cpn inhibitor 0.3%, PTHR1 agonist inconclusive, Akt phos inh inactive, Abeta rescue 5.0% and GLP1R cytotox 4.1%.
For COc1ccc(NC(=O)C(c2cc3ccccc3o2)n2c(=O)c(-c3cc4ccccc4[nH]3)nc3ccccc32)cc1 (stereo not drawn) the results were GLP1R inv ag inconclusive, FUS yeast rescue inconclusive, aSyn rescue inconclusive, TDP-43 yeast inh inconclusive, PTHR1 agonist inactive, Akt phos inh inactive, Abeta rescue inconclusive and GLP1R cytotox 459.4%[activator].
Screening COc1cccc(NC(=O)CC2(CC(=O)O)CCCC2)c1 returned GLP1R inv ag 6.7%, FUS yeast rescue 8.9%, aSyn rescue -0.5%, TDP-43 yeast inh 16.4%, Mm-Cpn inhibitor 0.4%, PTHR1 agonist inactive, Akt phos inh inactive, Abeta rescue -9.1% and GLP1R cytotox 3.8%.
Cc1cccc(OC(C)C(=O)Nc2ccc(N3CCCCC3)cc2)c1 (stereo not drawn) was read as GLP1R inv ag inconclusive, FUS yeast rescue 6.3%, aSyn rescue -0.4%, TDP-43 yeast inh 8.2%, Mm-Cpn inhibitor 1.8%, PTHR1 agonist -5.9%, Akt phos inh inactive, Abeta rescue 0.0% and GLP1R cytotox -3.1%.
Screening CCN(CC)S(=O)(=O)c1cc(NC(=O)CSCc2c(C)noc2C)ccc1C returned GLP1R inv ag inconclusive, FUS yeast rescue 6.7%, aSyn rescue 0.4%, TDP-43 yeast inh -3.4%, Mm-Cpn inhibitor 0.3%, PTHR1 agonist -19.1%, Akt phos inh inactive, Abeta rescue 7.0% and GLP1R cytotox 8.9%.
`Cc1ccc2nc(SCC(=O)c3ccc(Cl)s3)[nH]c2c1` gave GLP1R inv ag inconclusive, aSyn rescue 2.4%, TDP-43 yeast inh -13.0%, Mm-Cpn inhibitor -2.7%, PTHR1 agonist -17.6%, Akt phos inh inactive, Abeta rescue -2.8% and GLP1R cytotox -4.7%.
For CCOC(=O)c1sc2nc(C)[nH]c(=S)c2c1C the results were GLP1R inv ag 29.8%, FUS yeast rescue 9.5%, aSyn rescue -5.8%, TDP-43 yeast inh 23.3%, Mm-Cpn inhibitor -13.2%, PTHR1 agonist -8.2%, Akt phos inh inactive, Abeta rescue inconclusive and GLP1R cytotox -6.5%.

Compound activity (PubChem BioAssay)
